Screening results deposited in PubChem by The Scripps Research Institute Molecular Screening Center.
CHO-K1 Ca antag – M1 antagonist counterscreen hit in parental CHO-K1 cells. AID 602250. 360,000 compounds, 0.6% hits. inhibition, % at 3 µM. ATP-induced calcium, Fluo-8 fluorescence;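 active means inhibition above a per-plate cutoff, the plate's mean sample inhibition plus 3 SD, cut at about 24% in these data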;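 further: 0% = DMSO plus EC80 ATP and 100% = DMSO alone without ATP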
CHO parental Ca – counter-screen: ATP calcium response change in parental CHO cells. 330,000 compounds, 0.63% hits. inhibition, % at 5.6 µM. parental CHO-K1, ATP-induced calcium, Fluo-8 fluorescence;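 active means inhibition above that plate's mean sample inhibition plus 3 SD, cut at about 26% in these data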;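 further: 0% = ATP-challenged DMSO wells and 100% = DMSO wells without ATP; some compounds past the cut are filed as inactive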
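Assay system – parental CHO cells · Reagent – ATP stimulus · Detection – intracellular calcium via Fluo-8 no-wash fluorescent dye · Evaluation – percent inhibition of ATP-evoked calcium rise, normalized to controls · Controls – ATP wells versus no-ATP DMSO wells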
M1 PAM – positive allosteric modulators of human M1 muscarinic receptor; CHO-K1 hM1, Fluo-8 calcium fluorescence, ACh EC20; 0% = ACh EC20, 100% = maximal ACh; 360,000 compounds, 0.088% hits; P11229; activation, % at 3 µM; in the data active means activation above about 19%, passing the limit was not always enough
M1 antag – antagonists of human M1 muscarinic receptor; inhibition, % at 3 µM; CHO-K1 hM1, Fluo-8 calcium fluorescence, ACh EC80 antagonist; P11229; 360,000 compounds, 1.3% hits; AID 588852;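 active means percent inhibition above its own plate's cutoff, namely the mean of that plate's compound wells plus 3 SD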;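 further: peak over basal fluorescence ratio during 140 s after agonist addition; 0% = ACh EC80 plus DMSO and 100% = DMSO alone without agonist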
CHRM4 agonist – agonists of human muscarinic M4 receptor (CHRM4); P08173; CHO-K1 hM4/Gqi5, Fluo-8 calcium fluorescence; vehicle 0%, full acetylcholine response 100%; activation, % at 3 µM; 360,000 compounds, 0.14% hits; AID 624127;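 active means activation above the run mean over all test wells plus 3 SD, cut at about 32% in these data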;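 further: peak over basal fluorescence ratio per well then scaled between controls; 0% = DMSO wells and 100% = acetylcholine at EC100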
Target sequence (P08173 whole entry, looked up): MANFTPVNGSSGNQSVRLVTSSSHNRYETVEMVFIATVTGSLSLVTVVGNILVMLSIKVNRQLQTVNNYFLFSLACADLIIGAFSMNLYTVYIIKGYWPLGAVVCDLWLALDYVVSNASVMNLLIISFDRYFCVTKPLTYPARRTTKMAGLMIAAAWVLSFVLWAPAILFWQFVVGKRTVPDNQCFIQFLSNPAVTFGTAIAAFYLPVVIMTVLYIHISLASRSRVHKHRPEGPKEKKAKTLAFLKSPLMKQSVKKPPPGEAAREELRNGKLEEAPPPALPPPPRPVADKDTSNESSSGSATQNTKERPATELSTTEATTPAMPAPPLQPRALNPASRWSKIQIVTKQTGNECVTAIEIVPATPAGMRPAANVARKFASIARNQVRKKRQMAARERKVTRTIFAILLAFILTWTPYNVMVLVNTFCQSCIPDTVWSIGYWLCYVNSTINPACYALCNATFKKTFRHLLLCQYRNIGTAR
OXTR potentiator – potentiates the human oxytocin receptor response. AID 2445. CHO-OTR cells, Fluo-8 calcium fluorescence, potentiator mode; 0% = oxytocin EC15, 100% = EC100. activation, % at 3 µM. 320,000 compounds, 0.061% hits. P30559;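 active means activation above that plate's cutoff, the mean activation of tested compounds plus 3 SD, cut at about 6.6% in these data, passing the limit was not always enough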;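 further: 100% uses oxytocin at 75 nM as the full agonist control; some results filed as inactive read as strong as hits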
Target sequence (P30559 whole entry, looked up): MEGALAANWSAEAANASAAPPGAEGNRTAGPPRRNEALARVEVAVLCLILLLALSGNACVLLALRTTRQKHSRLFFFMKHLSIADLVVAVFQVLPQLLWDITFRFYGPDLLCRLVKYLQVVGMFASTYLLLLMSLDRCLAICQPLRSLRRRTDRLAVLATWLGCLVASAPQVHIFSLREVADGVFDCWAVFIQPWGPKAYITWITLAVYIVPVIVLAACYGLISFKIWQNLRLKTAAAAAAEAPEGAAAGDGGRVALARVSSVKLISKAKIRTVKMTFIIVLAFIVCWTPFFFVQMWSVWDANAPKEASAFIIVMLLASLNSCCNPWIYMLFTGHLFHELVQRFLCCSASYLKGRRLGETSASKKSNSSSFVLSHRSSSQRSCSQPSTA
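System: human OTR in CHO cells / Also added: sub-maximal oxytocin, roughly EC15 / Control set: EC15 oxytocin low, 75 nM oxytocin high / Schedule: 6 min compound pre-incubation at room temperature, 100 s kinetic read / Compound: single-point 3.0 µM / Replication: singlicate / Technique: Fluo-8 calcium dye fluorescence / Read-out basis: % activation of max/min ratio relative to oxytocin controls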
M1 ag – activates human CHRM1 receptor | AID 588814 | P11229 | activation, % at 3 µM | CHO-K1 hM1, Fluo-8 calcium fluorescence, agonist mode; 0% DMSO, 100% acetylcholine EC100 | 360,000 compounds, 0.33% hits;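 active means activation above the run's mean compound activation plus 3 SD, cut at about 16% in these data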;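 further: peak over basal fluorescence ratio within a 140 s kinetic read after compound addition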
CHO-K1 Ca ag – nonselective activator or artifact in parental CHO-K1 cells; activation, % at 3 µM; 360,000 compounds, 0.48% hits; Fluo-8 calcium fluorescence; scaled to maximal ATP response, vehicle zero; in the data active means activation above about 15%;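 further: untransfected CHO-K1 host cells lacking M1 receptor as counterscreen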
M4 antag – blocks acetylcholine activation of human M4 receptor; CHO-hM4 cells, ACh EC80, Fluo-8 calcium fluorescence; inhibition, % at 3 µM; 360,000 compounds, 0.73% hits;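 active means inhibition above its plate's cutoff, the mean inhibition of sample wells plus 3 SD, cut at about 27% in these data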;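 further: 0% = acetylcholine EC80 with DMSO and 100% = DMSO without agonist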
* = called active by the depositor; . = no result given.

Start of the listing, in advance (two entries):
molecule,CHO-K1 Ca antag,CHO parental Ca,M1 PAM,M1 antag,CHRM4 agonist,OXTR potentiator,M1 ag,CHO-K1 Ca ag,M4 antag
CCN1C(=O)[C@H]2[C@@H](c3ccc(C)cc3)N3C(=O)N(c4cccc(Cl)c4)C(=O)[C@@]3(CC(C)C)[C@H]2C1=O,-16.0,-27.2,15.4,-11.5,2.3,-9.7,2.3,-0.7,-3.0
COc1ccc(-c2oc3c(OC)c(OC)c(OC)c(O)c3c(=O)c2OC)cc1OC,-1.6,-20.4,-12.0,8.1,12.8,3.2,-6.8,2.0,-11.2

The whole of this part, from the first entry:
molecule,CHO-K1 Ca antag,CHO parental Ca,M1 PAM,M1 antag,CHRM4 agonist,OXTR potentiator,M1 ag,CHO-K1 Ca ag,M4 antag
CCN1C(=O)[C@H]2[C@@H](c3ccc(C)cc3)N3C(=O)N(c4cccc(Cl)c4)C(=O)[C@@]3(CC(C)C)[C@H]2C1=O,-16.0,-27.2,15.4,-11.5,2.3,-9.7,2.3,-0.7,-3.0
COc1ccc(-c2oc3c(OC)c(OC)c(OC)c(O)c3c(=O)c2OC)cc1OC,-1.6,-20.4,-12.0,8.1,12.8,3.2,-6.8,2.0,-11.2
CCOc1ccc(NC(c2ccccn2)c2oc(CO)cc(=O)c2O)cc1 (stereo not given),-19.9,-24.1,3.6,-9.5,0.3,-2.2,-7.8,0.0,-23.1
CCN(C(=O)c1cnc(OC)cc1C(F)(F)F)c1ccc(Cl)cc1,2.2,-20.4,-4.7,16.6,12.6,-1.6,-2.2,4.9,8.9
C#CCOCCOCCOCCNc1nc(N2CCOCC2)nc(N2CCN(C(=O)[C@H](CCC(=O)O)n3cc([C@@H](N)CCCCN)nn3)CC2)n1,-7.2,0.8,1.2,3.6,0.7,2.6,-1.1,0.0,2.7
CCN(CC)S(=O)(=O)c1cccc(NC(=O)CNc2cccc(S(=O)(=O)N3CCOCC3)c2)c1,10.6,23.9,-7.6,33.4*,14.2,-6.4,-1.9,7.9,17.7
CCOc1cc2[nH]c(=S)n(Cc3ccc(C(=O)NCCOC)cc3)c(=O)c2cc1OCC,-2.8,-5.2,0.7,-2.0,-1.9,-4.1,-5.3,0.3,10.9
O=C(CN1CCN(Cc2ccc(Cl)cc2)CC1)N/N=C/c1ccncc1,3.0,-0.2,9.1,-10.3,0.5,-2.4,-5.9,-0.6,-4.0
Cc1onc(C(=O)Nc2ccc3c(c2)OCO3)c1[N+](=O)[O-],-9.2,-0.4,0.8,1.5,0.5,-3.1,-2.8,0.3,-11.5
C[C@H](NC(=O)C1CCN(C(=O)[C@@H]2CCCN2C(=O)OC(C)(C)C)CC1)C(=O)NCc1ccc(F)cc1,-12.3,.,-0.7,0.7,0.5,.,-4.5,0.3,-11.8
CCOc1ccc(C(=O)CCC(=O)NCC(=O)OCc2ccccc2)cc1OCC,8.8,-18.2,25.0,-9.6,4.8,2.5,1.6,0.4,-31.1
CC(C(=O)NN)c1ccc([N+](=O)[O-])cc1 (stereo not given),-9.7,-0.5,6.9,-7.5,0.6,-16.3,-2.3,0.5,-24.3
CC1CCCN(C(=O)C2CCN(S(=O)(=O)c3ccccc3)CC2)C1 (stereo not given),2.9,-4.2,5.3,2.0,1.7,-3.0,-0.2,-0.2,1.7
CCc1ccc(C2=NNC(=Nc3c(C)n(C)n(-c4ccccc4)c3=O)SC2)cc1,-15.1,-31.2,3.5,-2.5,-0.5,-0.6,-3.6,-0.2,-8.9
O=C(NNc1cccc([N+](=O)[O-])c1)/C(=C\c1cccnc1)NC(=O)c1ccccc1,-10.1,-16.3,2.0,-1.4,1.2,6.3,-3.5,0.4,-14.8
Cc1cc2cc(CNC(=O)Nc3ccc(Cl)c(Cl)c3)ccc2n1C,9.9,-7.5,-3.6,6.4,3.0,-5.7,-4.0,0.7,6.0
Cc1ccc(CC2CC(=O)N(c3cc(C)ccc3C)C2=O)cc1 (stereo not given),-9.6,-8.2,0.3,-3.0,2.5,-11.8,-1.1,0.8,-3.6
CC1C(=O)N2CCCc3cc(NC(=O)C(=O)NCCc4ccc(F)cc4)cc1c32 (stereo not given),-4.9,-27.0,3.3,-5.3,3.1,-11.3,-1.8,1.6,-1.2
c1ccc(-n2nnc3ccccc32)nc1,-7.9,14.1,6.3,-7.8,0.0,-13.6,-3.7,0.4,6.2
CCn1cc(C(=O)NCCCN2CC(C)CC(C)C2)c(=O)c2cc(S(=O)(=O)N(C)C3CCCCC3)ccc21 (stereo not given),-7.8,-32.1,-13.4,12.2,0.2,-3.0,-6.2,-0.5,33.3*
COCCCNc1nc2ccccc2nc1NS(=O)(=O)c1cc(Cl)ccc1Cl,4.1,1.6,-1.8,-2.3,4.0,-16.8,-1.4,4.7,6.1
CC(=O)/C(CN1CCCCC1)=N\O,-19.1,-6.0,10.9,-32.2,1.3,-1.9,-1.5,0.4,-3.4
CC(C)(C)c1nnc(NC(=O)CCn2cnc3ccccc3c2=O)s1,-12.0,0.8,2.8,-2.1,2.9,-13.6,-3.7,0.1,2.7
CCc1nnc(NC(=O)CN2CCN(c3ccccc3OC)CC2)s1,-16.8,-10.1,-0.3,-19.2,5.7,-2.0,-1.4,2.9,7.3

Remaining list, next part.
Molecule,CHO-K1 Ca antag,CHO parental Ca,M1 PAM,M1 antag,CHRM4 agonist,OXTR potentiator,M1 ag,CHO-K1 Ca ag,M4 antag
CCCC1(C(=O)O)NC(c2ccccc2O)C2C(=O)N(Cc3ccccc3)C(=O)C21 (stereo not given),-6.4,-0.5,11.2,-13.1,0.6,-2.6,-3.1,0.3,-2.5
N#Cc1ccccc1NC(=O)COC(=O)c1ccc(S(=O)(=O)N2CCCC2)cc1,9.6,0.2,-4.4,12.8,6.1,-6.8,-4.8,1.6,7.8
COc1ccc(C(=O)N2CCC2(C)C(=O)O)cc1C(F)(F)F (stereo not given),-1.3,.,8.1,-12.6,0.9,.,-1.1,0.3,-18.3
COc1ccc(C(=O)NC2=Nc3ccccc3N=C(C)C2c2ccccc2)cc1 (stereo not given),-7.1,-13.6,-0.1,4.7,0.7,-1.7,-2.9,-0.3,6.6
O=[N+]([O-])c1ccc(/C=N/Nc2ncc(-c3ccccc3)cn2)cc1,-13.1,.,5.9,-10.6,0.1,.,-3.2,-0.2,-7.0
Cc1ccc(S(=O)(=O)N2CCOCC2)cc1C(=O)N1c2ccccc2Sc2ccccc21,-17.0,-24.5,0.4,-16.1,1.6,-7.4,-5.0,0.6,-22.3
COc1ccccc1NC(=O)c1cn(C)c(=O)c2cc(OC)c(OC)cc12,3.2,-2.1,-1.7,-23.5,3.6,-4.2,-1.7,1.1,-3.7
O=C(Nc1cccc(S(=O)(=O)N2CCOCC2)c1)c1cn(-c2ccccc2)nc1-c1ccc(F)cc1,-13.6,-3.1,18.4,-13.2,-0.8,-0.2,-0.2,0.1,9.4
Nc1nc(-c2ccccc2)cc(-c2ccccc2)n1,8.8,.,10.2,-12.7,-0.3,.,0.3,0.0,9.9
CC(C)(C)c1ccc(Oc2ccc(NC(=O)c3ccco3)cn2)cc1,2.8,-6.0,8.4,-8.3,11.0,-9.9,3.7,5.5,-3.1
C=CCNC(=O)c1cccc(Br)c1,-4.2,-11.8,1.2,2.3,0.2,1.2,-5.6,0.3,-5.5
OC(c1cccc(Cl)c1)c1ncc(-c2ccc(Oc3ccccc3)cc2)[nH]1 (stereo not given),14.8,.,1.9,-10.7,2.0,.,-1.5,0.0,-14.6
COc1ccc(-c2sc3ccc(N4CCOCC4)cc3c2C#CC(C)(C)O)cc1,-6.3,-40.0,-2.2,4.5,1.2,-5.5,-6.2,0.3,1.4
Cc1ccc(-c2cc(C(=O)NCCCn3ccnc3)no2)cc1,-9.5,-8.2,-0.8,-1.3,0.7,2.7,-7.8,0.5,2.3
O=NN(CC(=O)NN=CC=Cc1ccccc1)CC(=O)NN=CC=Cc1ccccc1,4.4,.,-3.2,16.7,0.9,.,-4.5,0.3,-6.6
CC(C)(C)OC(=O)C[C@H]1C/C=C\C[C@@H](CC(=O)N(CCO)Cc2ccccc2)C(=O)N[C@H](Cc2c[nH]c3ccccc23)COC1=O,-3.3,-23.6,-4.0,9.6,4.1,-6.6,-5.0,-0.2,1.4
COc1cc(CCCN2CCNC[C@@H]2Cc2ccc(O)cc2)cc(OC)c1OC,0.5,-5.0,8.9,-5.7,0.3,4.0,-3.2,0.5,2.0
NS(=O)(=O)c1ccc(N2CCOCC2)c(C(=O)NCc2cccs2)c1,2.4,-9.8,18.0,-13.6,1.7,5.4,6.0,0.1,-9.0
O=C(Oc1ccc(NC2=NS(=O)(=O)c3ccccc32)cc1)c1cccnc1,0.0,-0.6,7.5,-4.8,0.2,-17.6,-2.8,0.1,7.1
CCOC(=O)C1Nc2ccc(OC(F)(F)F)cc2C2C=CCC12 (stereo not given),-4.5,-4.4,16.5,0.9,3.2,2.6,4.9,-0.4,-8.6
CC(C)(C)OC(=O)N1CCCN(C(=O)Nc2ccccc2)CC1,17.2,3.2,11.2,-18.6,0.7,-5.5,-3.5,0.1,9.1
C=CCOc1cccc(C(=O)/C=C2/C(=O)Nc3ccccc32)c1,11.4,19.3,11.8,6.2,7.8,-10.9,0.8,3.7,23.2
CC(C(=O)Nc1ccc(Cl)cc1)N(C)Cc1cccs1 (stereo not given),-22.1,-24.4,5.8,-11.8,0.4,-4.9,-7.2,-0.5,-15.9
Nc1c(N(Cc2ccccc2)C(=O)CCc2ccccc2)c(=O)[nH]c(=O)n1Cc1ccccc1,-10.1,-30.1,0.8,-1.9,0.9,-5.7,-0.6,-0.1,7.8
COc1ccc2oc(C(=O)OC(C)C(=O)N3CCC(C)CC3)c(C)c2c1 (stereo not given),4.6,-18.0,7.9,4.0,5.1,-6.5,-0.6,0.4,-12.8
O=C(CS(=O)CC(=O)N(CC(=O)NC1CCCC1)C1CCCC1)Nc1ccc(F)cc1 (stereo not given),5.3,-15.8,27.8*,12.1,0.1,-4.3,-4.3,2.5,8.2
Nc1ccn([C@@H]2O[C@H](C(=O)NCc3ccc4c(c3)OCO4)[C@@H](O)[C@H]2O)c(=O)n1,4.3,.,4.2,1.7,-0.8,.,-4.9,0.7,-5.9
